From PubChem
Menin MLL FP TR: inhibitors of human menin-MLL interaction, mutant MLL peptide. O00255. Menin + Texas Red MLL mutant peptide, fluorescence polarization. Potency, µM (titrated, usually from 61.6 µM), without a hit: at the highest dose FP activity change, negative = inhibition, hits mostly inhibitors. 0.23% of 270,000 active; active means well fitted inhibition curve with a large enough effect in the polarisation, with a control signal flat, not every such curve was filed as active; inconclusive means small, poorly fitted or top-dose-only effect, or effect the other way, or a change in a side signal; inactive means no such curve, though single readings can be large or run the other way; the % refers to the polarisation; further: potency means the concentration at half of the fitted maximal effect; % of control where 0% means no effect; many of its hits are not listed in these tables
PKM2 act: activators of human pyruvate kinase M2 | purified PKM2, Kinase-Glo ATP luminescence, activation; response scale: 0% is enzyme alone, no compound | Potency, µM (doses to about 57.5 µM), for inactives: at the top dose activation, actives largely listed as activators | 0.34% of 260,000 active; further: potency means the concentration at half of the fitted maximal effect; on the % scale 0 is the no-effect control and ±100 the full control effect; nearly all actives have a fitted effect of over 55% in size
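Purified hPK-M2 (>95% pure) converted ADP (0.1 mM final) to ATP with 0.5 mM PEP in 50 mM imidazole pH7.2, KCl, MgCl2, Tween 20, BSA; 1 h at room temperature. ATP detected by Kinase-Glo luminescence.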
Mito fusion yeast: mitochondrial division inhibition or fusion activation; Potency, µM (series often up to 46.1 µM), without a hit: top-dose growth rescue (activation), actives largely listed as activators; 0.23% of 320,000 active; S. cerevisiae fusion-defective mutant growth rescue, CellTiterGlo 48 h; AID 485298;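 further: potency means the concentration at half of the fitted maximal effect; % of control where 0% means no effect; nearly all actives have a fitted effect of over 45% in size; temperature-sensitive fusion mutants such as fzo1-1 at 37 °C on non-fermentable ethanol glycerol medium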
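Temperature-sensitive fusion-defective S. cerevisiae (e.g. fzo1-1, mgm1-5) were grown with compound in YPEG medium (3% ethanol, 3% glycerol) for 48 hours at 37C. Growth rescue was measured as viability by CellTiterGlo luminescence after 10 minutes at ambient.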
RORg inh: ROR gamma (mouse) transcription inhibition; P51450; Drosophila S2 Gal4-RORgamma UAS-luciferase reporter, 20 h; Potency, µM (highest dose often 53.6 µM), without a hit: at the highest dose activity change, negative = inhibition, most hits filed as inhibitors; 5.4% of 310,000 active; further: potency means the concentration at half of the fitted maximal effect; on the % scale 0 is the no-effect control and ±100 the full control effect; nearly all actives have a fitted effect of over 60% in size
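A Gal4/UAS one-hybrid system in insect cells: metallothionein-promoter Gal4–ROR gamma fusion plus Photinus luciferase reporter. Copper sulfate 700 uM final, 20 hr ambient incubation, luminescent detection after 10 min with reagent.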
ELG1 repair inh: inhibitors of ELG1-dependent DNA repair in HEK293T cells; HEK293T ELG1-luciferase reporter, luminescence, 16 h; DNA damage induced by 5-fluorouridine; Potency, µM (series often up to 46.1 µM), for the others: top-dose activity change, negative = inhibition, most hits filed as inhibitors; 2.3% of 330,000 active; AID 504467; further: potency means the concentration at half of the fitted maximal effect; on the % scale 0 is the no-effect control and ±100 the full control effect; nearly all actives have a fitted effect of over 55% in size
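5-Fluorouridine DNA damage + compound/DMSO, 2,000 cells/well, 16 h, 37 °C/5% CO2. ONE-Glo, 30 min RT, luminescence. Readout = decrease in reporter signal.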
FLuc modulator: counter-screen for miR-21 project: firefly luciferase inhibitors or activators; P08659; purified FLuc, Km substrates, luminescence inhibition; Potency, µM (top dose mostly 57.5 µM), inactives show at the top dose activity change, negative = inhibition, usual class: inhibitors; 6.9% of 360,000 active;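 further: potency means the concentration at half of the fitted maximal effect; plate controls were vehicle for no effect and reference inhibitor for full effect; nearly all actives have a fitted effect of over 55% in size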
Target sequence (P08659 whole entry, looked up): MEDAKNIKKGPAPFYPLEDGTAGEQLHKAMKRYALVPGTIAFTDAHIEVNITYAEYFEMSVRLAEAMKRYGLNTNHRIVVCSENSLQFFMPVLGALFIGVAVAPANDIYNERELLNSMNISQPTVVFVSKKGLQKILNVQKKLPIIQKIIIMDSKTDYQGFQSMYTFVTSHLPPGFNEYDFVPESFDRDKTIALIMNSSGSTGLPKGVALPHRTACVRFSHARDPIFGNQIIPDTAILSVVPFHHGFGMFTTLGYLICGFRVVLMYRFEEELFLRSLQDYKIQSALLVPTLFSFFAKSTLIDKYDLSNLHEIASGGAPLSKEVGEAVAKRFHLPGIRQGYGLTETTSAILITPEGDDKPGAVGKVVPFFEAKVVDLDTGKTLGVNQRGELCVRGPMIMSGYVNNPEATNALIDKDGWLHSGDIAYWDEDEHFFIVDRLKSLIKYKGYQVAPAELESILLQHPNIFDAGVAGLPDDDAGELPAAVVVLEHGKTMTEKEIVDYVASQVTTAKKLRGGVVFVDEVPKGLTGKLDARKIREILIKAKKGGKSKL
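Purified P. pyralis luciferase (10nM final) with 10uM D-luciferin and 10uM ATP (Km levels) in 50mM Tris acetate pH 7.5, 10mM Mg acetate, 0.01% Tween-20, 0.05% BSA; qHTS 6-point titration, ~60 µM downward; luminescence read.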
NPC1 promoter act: activators of NPC1 promoter; 2.4% of 320,000 active; Potency, µM (highest dose often 9.22 µM), without a hit: at the top dose activation, actives largely listed as activators; Huh7 NPC1 promoter luciferase reporter, 24 h; AID 485313;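 further: potency means the concentration at half of the fitted maximal effect; % of control where 0% means no effect; nearly all actives have a fitted effect of over 60% in size; reporter is driven by a mutant NPC1 promoter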
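Cells: Huh7 expressing luciferase under the NPC1 promoter, 1500/well. Seeded 2 h, compound added, incubated 24 h at 37 °C. Luciferase reagent, 10 min ambient, then luminescence.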
MBNL1 CUG block: blocks human MBNL1 binding to CUG repeat RNA | TR-FRET MBNL1-His/biotin-(CUG)12 binding, 665/545 ratio | Potency, µM (series often up to 57.5 µM), inactives show top-dose activity change, negative = inhibition, most hits filed as inhibitors | 0.036% of 280,000 active | AID 2675; active means well fitted inhibition curve with a large enough effect in the signal ratio, with a control signal flat, not every such curve was filed as active; inconclusive means small, poorly fitted or top-dose-only effect, or effect the other way, or a change in a side signal; inactive means no such curve, though single readings can be large or run the other way; the % refers to the signal ratio; further: potency means the concentration at half of the fitted maximal effect; on the % scale 0 is the no-effect control and ±100 the full control effect
Target sequence (Q9NR56 whole entry, looked up): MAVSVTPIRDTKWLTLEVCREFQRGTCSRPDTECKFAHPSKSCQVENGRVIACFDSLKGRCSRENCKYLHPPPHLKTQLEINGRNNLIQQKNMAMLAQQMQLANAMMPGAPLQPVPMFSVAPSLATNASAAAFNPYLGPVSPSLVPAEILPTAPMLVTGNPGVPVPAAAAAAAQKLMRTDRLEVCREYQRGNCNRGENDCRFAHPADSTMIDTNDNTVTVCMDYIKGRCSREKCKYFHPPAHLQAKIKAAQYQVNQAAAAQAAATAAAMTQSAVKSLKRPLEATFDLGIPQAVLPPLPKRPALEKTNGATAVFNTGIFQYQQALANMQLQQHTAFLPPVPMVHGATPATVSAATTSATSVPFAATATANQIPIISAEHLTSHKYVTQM
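TR-FRET between His-tagged MBNL1 and biotin-(CUG)12 RNA, detected with Tb anti-His antibody (0.055 ng/ul) and streptavidin-XL665 (5 nM), 60 min at room temperature. Compounds titrated 92 nM to 58 uM; 665/545 nm ratio normalized to buffer and complex controls.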
Gal4-VP16 FLuc: inhibits Gal4-VP16 luciferase reporter, ROR gamma counter-screen | Potency, µM (series often up to 53.6 µM), without a hit: at the highest dose activity, negative = inhibition, hits mostly inhibitors | AID 2546 | 3.5% of 310,000 active | Drosophila S2 Gal4-VP16 UAS-luciferase, luminescence, 20 h;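 further: Gal4-VP16 expression switched on by copper sulfate through the metallothionein promoter; potency means the concentration at half of the fitted maximal effect; on the % scale 0 is the no-effect control and ±100 the full control effect; nearly all actives have a fitted effect of over 50% in size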
KCNH2 3.1 inh: KCNH2 3.1 (human) potassium channel inhibition. U2OS KCNH2 3.1, thallium flux FluxOr; hits give low values. activity change, % (tested at about 1.8 µM). 0.95% of 340,000 active;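 active means maximum activity change below -70%; inconclusive means maximum activity change from -70% to -50%; inactive means maximum activity change above -50%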;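 further: thallium influx rate constant from kinetic fluorescence after stimulation buffer; on the % scale 0 is the no-effect control and ±100 the full control effect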
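U2OS cells transduced with KCNH2 3.1 mutant virus (1.77 x 10^8 /mL, 4 h), plated overnight at 37 C, loaded 45 min with FluxOr dye plus Red40 quencher. Thallium flux rate constant from kinetic reads after stimulation buffer, normalised to controls.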
Rab9 prom act: activators of Rab9 promoter; Huh7 Rab9 promoter-luciferase reporter, luminescence, 24 h; 2.8% of 320,000 active; Potency, µM (doses to about 9.22 µM), inactives show at the top dose activation, negative = inhibition, most hits filed as activators; further: potency means the concentration at half of the fitted maximal effect; % of control where 0% means no effect; nearly all actives have a fitted effect of over 60% in size
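Stable Rab9-luc Huh7, 1500 cells/well, 2 h settle; cmpd in DMSO, 24 h, 37 °C/5% CO2; luciferase reagent 10 min RT; luminescence.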
* = called active by the depositor; ? = inconclusive; . = not tested or not shown; & = joins results of further samples; [ ] = remark or other dose. Unless noted, the call rests on the fitted dose curve; in most records, active means well fitted curve in the direction sought with a large enough effect; inconclusive means small, poorly fitted or top-dose-only effect, or another doubt; inactive means no such curve, though single readings can be large; an effect the other way counts as inactive or inconclusive.

No.	canonical_smiles	Menin MLL FP TR	PKM2 act	Mito fusion yeast	RORg inh	ELG1 repair inh	FLuc modulator	NPC1 promoter act	MBNL1 CUG block	Gal4-VP16 FLuc	KCNH2 3.1 inh	Rab9 prom act
1	O=C1CCC(C(=O)Nc2ccccc2N2CCCC2)=NN1	.	.	-6%	.	26%	1%	0%	.	.	-13	0%
2	O=S(=O)(N/N=C\c1c(F)cccc1Cl)c1ccc(Cl)cc1	29%	0%	-1%	11%	-6%	3%	-4%	-1%	-17%	-5	2%
3	CCN(CC(=O)Nc1ccccc1C(F)(F)F)C(=O)c1cccc(N2C(=O)CCC2=O)c1	.	.	-1%	.	0%	1%	-4%	.	.	-6	0%
4	COc1ccc2nc(NC(=O)CC3Oc4ccccc4NC3=O)sc2c1 (stereo unspecified)	.	0%	-4%	-5%	?	-14%	6%	-1%	-3%	-14	10%
5	Cc1ccc(/C=C(\C#N)c2nn(-c3ccccc3)c(N)c2C#N)cc1	-7%	-5%	-2%	?	-11%	-3%	-2%	.	-8%	-19	1%
6	Cc1cccc(CCNC(=O)CCCOc2cc(=O)n(C)c3ccccc23)c1	-11%	-6%	6%	-29%	?	-1%	-6%	3%	-4%[10 µM]	-1	-8%
7	CC1(C)Oc2nc3ccccc3n2/C1=C\C#N	-1%	-25%	6%	-16%	22%	-5%	1%	-32%	-27%	-4	2%
8	O=C(NCc1cccnc1)c1cccc(OC2CCN(Cc3ccc(CO)o3)CC2)c1	.	5%	-2%	5%	0%	3%	2%	-4%	-5%	4	9%
9	Fc1cc(F)c(C2SCCN2C(=S)Nc2cccc(C(F)(F)F)c2)c(F)c1 (stereo unspecified)	.	0%	7%	?	?	-1%	-1%	.	?	-5	-6%
10	Cc1ccccc1C(=O)NNC(=S)NC(=O)c1ccccc1	-1%	9%	-8%	0.79µM*	22%	-3%	0%	2%	2.8µM*	9	-2%
11	CC(C)c1ccccc1NC(=O)CCc1nc2ccccc2s1	-2%	2%	-2%	13%	1%	-13%	-1%	-13%	-6%	5	1%
12	COCCn1c(SCC(=O)Nc2cccc(F)c2)nc2c(c1=O)SCC2	.	2%	3%	0%	-1%	3%	-3%	?	9%	8	0%
13	Cc1ccc(S(=O)(=O)c2c(O)c3ccc(C(=O)O)cc3[nH]c2=O)cc1	12%	.	-7%	-7%	2%	-3%	-3%	1%	-2%	18	-1%
14	Cc1[nH]n(-c2ccccc2)c(=O)c1C(=O)c1ccc([N+](=O)[O-])cc1	28%	0%	-2%	36%	-3%	-16%	-2%	?	-5%	5	-8%
15	COc1ccccc1C(=O)NCc1nnc(SCC(=O)Nc2nccs2)n1C	9%	-9%	0%	-36%	2%	-1%	-4%	-4%	-3%	22	0%
16	O=[N+]([O-])c1ccc(N2CCN(c3ccc([N+](=O)[O-])cc3CO)CC2)c(CO)c1	-20%	.	1%	?	?	1%	-20%	?	6.3µM*	-89*	-29%
17	C/C(=N\N=C1\NC(=O)C(CC(=O)Nc2ccc(Cl)cc2)S1)c1ccco1 (stereo unspecified)	?	-3%	-2%	-15%	19%	?	0%	2%	-7%	-19	22%
18	CC1CCN(S(=O)(=O)c2cccc(S(=O)(=O)N3CCCC3)c2)CC1	.	.	7%	-6%	-18%	0%	-6%	-4%	5%	7	0%
19	Cc1ccccc1N=C1SCCN1C(=O)CN1C(=O)NC2(CCCC2)C1=O	.	.	-4%	.	-13%	-1%	-3%	.	.	2	-7%
20	Cc1ccc(C(=O)CSc2nnc(-c3ccccc3)n2-c2ccccc2)o1	-6%	0%	0%	1%	?	0%	-6%	-1%	19%	5	-1%
21	Cc1cc(/C=N/Nc2ccc([N+](=O)[O-])cn2)c(C)n1-c1ccc(C(=O)O)cc1	?	7%	?	-30%	-11%	?	0%	?	22%	0	0%
22	COC(=O)c1cccc(C23CC4(C2)[C@H](CN(C)[C@@H]4c2ccccc2)C3c2ccc(C(F)(F)F)cc2)c1 (stereo partly specified)	10%	-6%&-11%	-23%	34%&25%	?	0%	-1%	4%	-3%&3%	-28	-5%
23	Cc1ccc(NC(=O)CCc2c(C)nn(-c3ccc(N4CCCCC4)nn3)c2C)cc1	?	.	?	-22%	?	11µM*	1.6µM*	15%	?	2	?
24	O=C(CSc1nnc(NC(=O)c2ccc3c(c2)OCO3)s1)NCc1ccco1	-27%	-6%	1%	13µM*	?	0.76µM*	1.1µM*	2%	?	-5	0.71µM*
25	COc1ccc(CCNS(=O)(=O)CCNC(=O)c2ccccc2)cc1	.	.	2%	.	?	1%	-2%	.	.	-16	-1%
26	CC(CNc1nc2ccccc2n2cnnc12)c1ccccc1 (stereo unspecified)	-5%	.	?	7%	-22%	-9%	-1%	-13%	2%	-3	-5%
27	Cc1cc(C(C)(C)C)oc1C(=O)N(CC(=O)NC1CCCC1)c1ccc(F)cc1	?	-6%	20%	6%	0%	-1%	0%	6%	-12%[0.365 µM]	0	-7%
28	COC(=O)c1cccc(C#CC(NP(=O)(c2ccccc2)c2ccccc2)c2ccccc2)c1 (stereo unspecified)	-7%	-1%&0%	22%	1%&15%	?	2%	-5%	-4%	11%&-4%	.	-6%
29	O=C(O)c1ccc(-c2ccccc2Cl)o1	?	-1%	-3%	13%	?	-18%	-3%	-4%	-2%	4	1%
30	CCNC(=O)CC1C(=O)N(CC)C(=S)N1NC(=O)c1ccccc1 (stereo unspecified)	.	-7%	-1%	-11%	-14%	-1%	10%	-15%	7%	3	-2%
31	O=C(Cc1ccccc1)N/N=C/C=C/c1cccc([N+](=O)[O-])c1	-2%	2%	0%	?	29%	3%	-3%	?	-29%	6	-1%
32	O=C(NCCN1CCOCC1)c1cccc(S(=O)(=O)N2CCCC2)c1	.	-1%	-2%	-2%	-2%	0%	-1%	-3%	-5%	7	-3%
33	c1cnc2c(C3NCCc4c3[nH]c3ccccc43)cccc2c1 (stereo unspecified)	-6%	-1%	-5%	-5%	0%	4%	-3%	4%	0%	-5	-1%
34	O=C(O)c1ccccc1-c1ccccc1C(=O)NCc1cccnc1	-21%	-1%	-4%	-12%	-6%	0%	-4%	4%	-4%	7	0%
35	COc1ccc(/C=N/OCC(=O)N=Nc2c(O)[nH]c3ccc(Br)cc23)cc1	?	11%	-1%	32%	?	0%	-1%	8%	2%	-3	1%
36	CC(=O)N1CCN=C1SCc1cccc(C)c1	.	.	0%	1%	5%	1%	2%	-6%	-1%	-3	-1%
37	CC(=O)Nc1ccc(NC(=O)CSCCc2ccccn2)cc1	-25%	4%	-2%	28%	?	5%	-9%	-6%	?	-3	.

Values by screen from the entries so far:
Nos. 31 to 37 in FLuc modulator, in turn: 3%, 0%, 4%, 0%, 0%, 1%, 5%
Nos. 31 to 37 in RORg inh, in turn: ?, -2%, -5%, -12%, 32%, 1%, 28%

As entered above:
Under Gal4-VP16 FLuc, `O=C(Cc1ccccc1)N/N=C/C=C/c1cccc([N+](=O)[O-])c1` is listed with -29%
Under Mito fusion yeast, `CC(=O)Nc1ccc(NC(=O)CSCCc2ccccn2)cc1` is listed with -2%

A portion of the library; rates above refer to the full screens.
